# HT1080-NT tox: kills 2HG-producing HT-1080-NT fibrosarcoma cells | HT-1080-NT fibrosarcoma viability, CellTiter-Glo ATP luminescence, 48 h | Potency, µM (highest dose often 46.1 µM), for inactives: top-dose activity, negative = less viability, most hits filed as cytotoxic | 1.6% of 360,000 active | AID 686970;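 further: NT is the 2HG producing partner of a matched IDH1 knockdown line; potency means the concentration at half of the fitted maximal effect; 0% = DMSO-treated cells and -100% = media-only wells without cells; nearly all actives have a fitted effect of over 55% in size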
#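 Compounds were tested in concentration-response format on HT-1080-NT cells for 48 hours at 37 degrees C. Cell viability came from CellTiter-Glo luminescence; curves were classified by r2, response magnitude and activity.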
# KB-3-1 tox: kills parental KB-3-1 adenocarcinoma cells; KB-3-1 viability, CellTiter-Glo ATP luminescence, 72 h; Potency, µM (series often up to 46.1 µM), for inactives: top-dose activity change, negative = cytotoxic, usual class: cytotoxic; 1.4% of 400,000 active; AID 1347075; further: potency means the concentration at half of the fitted maximal effect; on the % scale 0 is the no-effect control and ±100 the full control effect; nearly all actives have a fitted effect of over 60% in size
#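 72 h, 37 °C compound treatment of KB-3-1 parental cells; CellTiter-Glo added, 10 min, luminescence read. Data corrected against DMSO-only plates and normalized before curve fitting.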
# DRD3 agonist: activates the human D3 dopamine receptor | 0.58% of 410,000 active | max activation, % | P35462 | D3R DiscoveRx beta-arrestin cells, luminescence, 90 min; in the data active means max activation above about 30%; further: 0% is about no effect; mostly tested at two doses, the higher about 12 µM
# Target sequence (P35462 whole entry, looked up): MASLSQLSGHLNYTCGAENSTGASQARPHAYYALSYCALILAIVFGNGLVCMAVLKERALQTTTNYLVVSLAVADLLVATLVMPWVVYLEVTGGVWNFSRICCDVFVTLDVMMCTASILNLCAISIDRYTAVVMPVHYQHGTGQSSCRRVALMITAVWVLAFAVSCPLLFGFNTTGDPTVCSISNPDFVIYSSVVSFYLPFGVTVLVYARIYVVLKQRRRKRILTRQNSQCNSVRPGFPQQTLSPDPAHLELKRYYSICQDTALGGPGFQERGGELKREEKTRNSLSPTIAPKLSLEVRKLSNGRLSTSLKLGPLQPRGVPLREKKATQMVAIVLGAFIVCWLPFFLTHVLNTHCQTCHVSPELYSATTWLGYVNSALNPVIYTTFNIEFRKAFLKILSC
#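 Agonist mode: compounds and dopamine controls were applied to plated cells for 90 min at 37 degrees C after an overnight attachment at 1500 cells/well. Luminescent read-out followed 30 - 60 minutes at room temperature with DiscoveRx detection reagent.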
# HT1080 IDH1KD tx: toxicity to HT-1080 IDH1 knockdown cells (counter line); HT-1080 IDH1 knockdown viability, ATP luminescence, 48 h; Potency, µM (doses to about 46.1 µM), for inactives: at the highest dose activity, negative = toxicity, actives largely listed as cytotoxic; 2% of 360,000 active; AID 686971;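 further: potency means the concentration at half of the fitted maximal effect; 0% = DMSO wells and -100% = cell-free medium wells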
#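 Viability of IDH1-knockdown HT-1080 fibrosarcoma cells was assessed by CellTiter-Glo after 48 h at 37 °C with titrated compound; concentration-effect curves were classified by fit quality and response size.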
# IL-1B inflam inh: blocks inflammasome-driven IL-1 beta release | THP-1 LPS/ATP IL-1B secretion, AlphaLISA, 16 h; hits give low values | activity change, % at 57.5 µM | 4.7% of 360,000 active | AID 743279; in the data active means activity change below about -50%; inconclusive means mostly about -30% to -49%; further: on the % scale 0 is the no-effect control and ±100 the full control effect
#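 Secreted IL-1B measured by AlphaLISA bead assay after 16 h compound exposure of THP-1 cells; compounds (final up to 57.5 uM) added 1 h before LPS (250 ng/mL) and ATP (1.25 mM) stimulation; lower signal means less secretion.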
# MCF10A rerep: inducers of DNA re-replication in MCF 10A breast cells. 2.9% of 350,000 active. AID 624296. Potency, µM (series often up to 46.1 µM), without a hit: top-dose activity, positive = re-replication, actives largely listed as activators. MCF 10A DNA re-replication, Hoechst nuclear intensity, 48 h; further: potency means the concentration at half of the fitted maximal effect; % of control where 0% means no effect; nearly all actives have a fitted effect of over 50% in size
# HEK293 tox: cytotoxicity in counter-screen for GLP-1R inverse agonists; HEK293 cAMP-luciferase reporter cells, luminescence, 24 h; Potency, µM (doses to about 38.3 µM), without a hit: top-dose activity change, negative = inhibition, most hits filed as inhibitors; 0.13% of 410,000 active;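 further: loss of luciferase light is scored as toxicity; potency means the concentration at half of the fitted maximal effect; on the % scale 0 is the no-effect control and ±100 the full control effect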
#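 Seeding density was 200 cells/uL; after overnight-length (12 h) culture, 23 nL compounds went on for 24 h at 37 °C. Readout used a luciferase detection reagent, luminescence taken after 12 min at room temperature.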
# KB-V1 MDR tox: kills drug-selected multidrug resistant KB-V1 cells; Potency, µM (doses to about 46.1 µM), without a hit: at the top dose activity change, negative = cytotoxicity, hits mostly cytotoxic; 3.4% of 400,000 active; KB-V1 MDR cells viability, CellTiter-Glo, 72 h; AID 1347076; further: potency means the concentration at half of the fitted maximal effect; on the % scale 0 is the no-effect control and ±100 the full control effect; nearly all actives have a fitted effect of over 60% in size
#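 Cells of the MDR subline KB-V1 are plated, dosed with compound at multiple concentrations, and incubated 72 h at 37 degrees C; CellTiter-Glo is then added and luminescence read after 10 min.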
# SW480 rereplic: inducers of DNA re-replication in SW480 colon cancer cells; SW480 DNA re-replication, Hoechst DNA content imaging, 48 h; Potency, µM (doses to about 46.1 µM), inactives show at the highest dose re-replication activation, most hits filed as activators; 1.8% of 340,000 active; further: potency means the concentration at half of the fitted maximal effect; % of control where 0% means no effect; nearly all actives have a fitted effect of over 55% in size
#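 Image-based read-out: total Hoechst fluorescence of nuclei (405 nm excitation, 500-530 nm emission), with hits raising the fraction of high-intensity nuclei. SW480 colon cells incubated 48 hr with compounds at 37 C.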
# Starred values were filed as active, the others as inactive; ? = inconclusive; . = not tested or not shown; [ ] = another dose, or the depositor's remark. Unless noted, the call rests on the fitted dose curve; in most records, active means well fitted curve in the direction sought with a large enough effect; inconclusive means small, poorly fitted or top-dose-only effect, or another doubt; inactive means no such curve, though single readings can be large; an effect the other way counts as inactive or inconclusive. Hits appear at their usual frequency, and some 11% of all compounds hit somewhere here.
SMILES,HT1080-NT tox,KB-3-1 tox,DRD3 agonist,HT1080 IDH1KD tx,IL-1B inflam inh,MCF10A rerep,HEK293 tox,KB-V1 MDR tox,SW480 rereplic
Cc1ccc(S(=O)(=O)N(CC(=O)NCc2cccnc2)C2CCCCC2)cc1,5%,-6%,7,5%,0,9%,-1%,?,-1%
Cc1ccc(OCC(=O)NNC(=O)Nc2ccc(Cl)cc2)c(Br)c1,-17%,2%,-12,-26%,-5,2%,-9%,0%,3%
COc1ccccc1CN(CC(=O)NCc1ccc2c(c1)OCO2)C(=O)c1csnn1,5%,-23%,-1,-1%,-10,0%,-3%,-8%,-15%
CCOc1ccc(NC(=NCc2ccc3c(c2)OCO3)SC2CC(=O)N(c3ccc(OCC)cc3)C2=O)cc1 (stereo unspecified),?,-14%,-4,?,46,21µM*,0%,?,16%
CC1(C(=O)NS(=O)(=O)Cc2ccccc2C(F)(F)F)CCN1C(=O)c1cccc(F)c1 (stereo unspecified),0%,0%,4,14%,28,.,-16%,1%,.
Cc1nnc(SCC(=O)NCc2ccccc2)n1-c1ccccc1,16%,0%,0,17%,1,1%,-14%,-1%,-2%
C/C(=N\NC(=O)c1ccc(CSc2nc(C)cc(C)n2)cc1)c1ccco1,16%,1%,-2,27%,-2,2%,-5%,-18%,1%
Cc1ccc(C(=O)N2CCN(C(=O)c3ccc(C)cc3)C2)cc1,5%,1%,2,4%,-3,12%,-9%,6%,-6%
CCN1C(=O)[C@H]2[C@@H](c3ccccc3)N[C@]3(CCCN(Cc4ccc(C)cc4)C3=O)[C@H]2C1=O,-1%,-11%,4,6%,-7,.,2%,?,.
C=C1C(=O)[C@]23C[C@H]1CCC2[C@@]1(C)C(C[C@@H]3O)[C@](C)(C(=O)O)CC[C@@H]1O (stereo partly specified),18µM*,?,-5,?,-91*,.,-13%,-3%,.
CCOC(=O)c1c(C)c(C(=O)NCCc2ccc(OC)cc2)c(C)n1C,.,5%,3,.,.,.,2%,-12%,.
CSc1ccc(CN(C)C(=O)CNC(=O)CNS(=O)(=O)c2ccc(C)c(C)c2)cc1,-27%,-26%,1,-18%,14,4%,-4%,-2%,-22%
Cc1ccc(CNC(=O)Cc2ccc(NC3=NC4CS(=O)(=O)CC4S3)cc2)cc1 (stereo unspecified),5%,7%,0,3%,-7,4%,4%,3%,-12%
Cc1ccc(CNC(=O)CCNS(=O)(=O)c2ccc(Br)s2)cc1,-19%,4%,0,9%,-6,5%,-2%,?,-8%
CN(C)C(CNC(=O)CSc1nc2ccccc2c(=O)n1Cc1ccco1)c1ccccc1 (stereo unspecified),2%,3%,-29,-9%,-10,5%,-3%,?,-3%
Cc1cc(C(=O)N2CCCC(C(=O)c3cc(F)ccc3F)C2)c(C)o1 (stereo unspecified),-4%,-2%,1,0%,-4,?,-11%,1%,?
CC(=O)Nc1nnc(-c2c(-c3c(Cl)cccc3Cl)noc2C)o1,2%,-1%,8,0%,23,3%,12%,?,-130%[inhibitor]
CCOC(=O)c1c(C)[nH]c(C)c1S(=O)(=O)N1CCCC(C(=O)Nc2cccc(C)n2)C1 (stereo unspecified),.,5%,1,.,.,.,4%,-3%,.
O=C(Cn1ncc2ccccc21)N1CCc2ccccc21,-3%,1%,-3,3%,-13,13%,5%,0%,-2%
CCOC(=O)N1CCN(CCC(=O)Nc2ccc(F)c(F)c2)CC1,6%,-4%,-5,18%,18,1%,1%,-11%,-3%[9.22 µM]
Cc1ccc(/C=C/C(=O)N2CCCC(C(N)=O)C2)o1 (stereo unspecified),9%,5%,1,0%,5,4%,11%,10%,-3%
CC(C)(C)c1ccc(C(=O)NNC(=S)NCC2CCCO2)cc1 (stereo unspecified),7%,2%,0,0%,9,10%,-1%,-3%,-2%
CCc1ccc(NC(=O)CC(c2cc(OC)c(OC)c(OC)c2)N2Cc3ccccc3C2=O)cc1 (stereo unspecified),.,4%,1,.,.,.,2%,0%,.
Cc1ccc(S(=O)(=O)N2CCC(=O)N([C@H](COCc3cccc(C)c3)C(C)C)CC2)cc1,13%,-9%,-3,7%,0,.,-1%,?,.
CCN(Cc1ccccc1)C(=O)C1CCN(S(=O)(=O)c2ccc3c(c2)CCCN3C(C)=O)CC1,.,-22%,3,.,.,.,3%,0%,.
C/C=C/Cn1cccc(C(=O)Nc2ccc(OC)cc2)c1=O,16%,9%,-22,20%,0,0%,-3%,4%,-11%
Cc1ccccc1OCC(=O)N(CC(C)C)c1c(N)n(CC(C)C)c(=O)[nH]c1=O,19%,?,2,23%,-1,3%,-13%,21%,-5%
Cc1ccc(C)c(NC(=O)c2cc[n+](C)cc2)c1,8%,?,2,21%,-6,7%,1%,0%,-17%
Cn1cnc2nc(Cl)nc(Cl)c21,?,3.3µM*,-13,?,-93*,7.3µM*,?,3.7µM*,1.3µM*
CC(Sc1nnc(COc2ccccc2)n1-c1ccccc1)C(=O)O (stereo unspecified),16%,-1%,4,8%,-1,-15%,-4%,13%,2%[1.84 µM]
Cc1cc(-c2nc3ncccc3o2)ccc1NC(=O)COc1ccc(C(C)(C)C)cc1,.,4%,8,.,.,.,-2%,10%,.
COc1ccccc1N1CCN(C(=O)c2ccc(NC(C)=O)cc2)CC1,1%,13%,11,11%,11,2%,-1%,6%,-6%
CS(=O)(=O)N1CCN(c2cccc(Cl)n2)CC1,24%,0%,0,13%,0,1%,1%,9%,-4%
COc1cccc(CN(C)C(=O)c2cc(COc3ccc(-n4cncn4)cc3)on2)c1,-14%,-2%,1,-14%,6,0%,1%,-16%,?
COc1cc(NC(=O)C2CC(c3cccc(Br)c3)=NO2)cc(OC)c1OC (stereo unspecified),-4%,-1%,-1,-1%,16,.,14%,?,.
COc1ccc(OCc2nn3c(-c4ccccn4)nnc3s2)cc1,-3%,-3%,0,-4%,-4,-3%,11%,-27%,-8%
Cc1ccc(C)c(N2CCN(CCCNc3ncnc4onc(-c5ccc(Cl)cc5)c34)CC2)c1,.,2%,-4,.,.,.,-1%,14%,.
CC(C)(O)CC[C@H](OC(=O)c1ccccc1)[C@](C)(O)[C@H]1CC[C@@]2(O)C3=CC(=O)[C@@H]4C[C@@H](O)[C@H](O)C[C@]4(C)C3CC[C@]12C (stereo partly specified),6%,0%,-1,8%,-13,-1%,2%,-2%,-9%
O=C(CN1CCCN(S(=O)(=O)c2ccc(F)cc2)CC1)Nc1ccccc1Br,-15%,0%,3,-22%,?,2%,-10%,-7%,3%
C=CCn1c(SCC(=O)NC2CCS(=O)(=O)C2)nnc1-c1ccc(Cl)cc1 (stereo unspecified),5%,2%,2,1%,-2,-3%,-9%,0%,-44%
Cc1nc(N2CCOCC2)nc2c1CCC2,-2%,0%,-4,24%,-12,2%,2%,-5%,0%
CN1CCCN(C(=O)/C=C/c2ccc(Cl)cc2Cl)CC1,-13%,-1%,-2,-4%,-12,7%,?,-6%,3%
CCc1ccccc1NC(=S)N1CCN(c2ccccn2)CC1,12%,1%,2,10%,0,2%,-10%,3%,-5%
Cc1ccc2nc(-c3cccc(NC(=O)c4ccc(Br)o4)c3)oc2c1,.,10%,12,.,.,.,0%,-3%,.
CC(=O)Nc1ccc(S(=O)(=O)N2CCC(C(=O)NCc3ccco3)CC2)cc1,2%,-14%,-9,7%,23,-1%,1%,0%,3%

# Some of the entries above in another layout:
Compound | HT1080-NT tox | KB-3-1 tox | DRD3 agonist | HT1080 IDH1KD tx | IL-1B inflam inh | MCF10A rerep | HEK293 tox | KB-V1 MDR tox | SW480 rereplic
O=C(CN1CCCN(S(=O)(=O)c2ccc(F)cc2)CC1)Nc1ccccc1Br | -15% | 0% | 3 | -22% | ? | 2% | -10% | -7% | 3%
C=CCn1c(SCC(=O)NC2CCS(=O)(=O)C2)nnc1-c1ccc(Cl)cc1 (stereo unspecified) | 5% | 2% | 2 | 1% | -2 | -3% | -9% | 0% | -44%

# Next compounds:
SMILES,HT1080-NT tox,KB-3-1 tox,DRD3 agonist,HT1080 IDH1KD tx,IL-1B inflam inh,MCF10A rerep,HEK293 tox,KB-V1 MDR tox,SW480 rereplic
CCOc1ccc(Cl)cc1S(=O)(=O)N1CCCC1,7%,4%,9,1%,-15,-3%,3%,4%,-4%
COc1ccccc1C1CC(c2ccc(C)cc2)Nc2ncnn21 (stereo unspecified),0%,6%,10,6%,-17,332%[0.0737 µM],4%,-2%,-9%
O=C(Nc1ccc2c(c1)OCO2)c1cncc(Br)c1,7%,0%,5,21%,-6,8%,6%,13%,-10%
Cc1ccc2ccccc2c1NC(=O)c1ccco1,1%,4%,-3,13%,13,-11%,5%,-6%,-10%
COc1ccc(NC(=O)COC(=O)/C=C/C(=O)OCC(=O)Nc2ccc(OC)c(Cl)c2)cc1Cl,?,11%,-3,?,-103*,?,-13%,-5%,?
COc1cccc(-n2c(SCC(=O)Nc3nnc(C)s3)nc3c([nH]c4ccccc43)c2=O)c1,.,-3%,5,.,.,.,-21%,0%,.
COc1ccc(NC(=O)NCCN2CCc3ccccc3C2)cc1,-1%,3%,-16,1%,-5,-2%,-3%,-1%,-3%
COC(=O)Nc1ccc(S(=O)(=O)N2CCCCCC2)cc1,-4%,-4%,-11,?,20,?,-15%,18µM*,19%
CC(C)COC(=O)Nc1ccccc1C(=O)N1CCOCC1,8%,6%,-2,13%,3,-7%,7%,0%,0%
O=C(Nc1nnc(-c2cccs2)s1)c1cccc(F)c1,0%,-6%,0,-1%,19,7%,-8%,-20%,-8%
C=CCN1C(=O)/C(=C2/Sc3ccccc3N2CCCS(=O)(=O)O)SC1=S,16%,-5%,-5,16%,-18,-3%,-9%,14%,-5%
N#CCCN(C(=O)CO/N=C/c1cccc([N+](=O)[O-])c1)c1ccccc1,1%,1%,-2,-4%,-29,-2%,-6%,0%,-15%
CN(CCO)c1nc(N)c(C#N)c(CC#N)c1C#N,2%,?,-3,13%,56,11%,9%,0%,2%

# Screening results from PubChem BioAssay.
